Screening data as filed in PubChem BioAssay.
RXFP1 ag – agonists of human relaxin receptor RXFP1; Q9HBX9; HEK293T-RXFP1 cAMP TR-FRET, 30 min; response scale: percent of porcine relaxin response, buffer zero; Potency, µM (highest dose often 57.5 µM), for the others: top-dose activation, actives largely listed as activators; actives 0.3% (n = 370,000); note: potency is the fitted concentration of half-maximal effect; % is set by controls: 0 for no effect and ±100 for the full control effect; nearly all actives have a fitted effect of over 60% in size; many of its hits are not listed in these tables
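Agonist response is measured as cAMP accumulation in an RXFP1-transfected HEK293T line under PDE4 inhibition. Values are scaled between buffer-only and 29 nM porcine relaxin, and EC50s come from standard Hill equation fits.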
Vif-A3G inh – blocks the Vif interaction with human APOBEC3G | HeLa A3G-eYFP + Vif (tagged APOBEC3G with the HIV-1 protein that degrades it), YFP fluorescence, overnight | Q9HC16 | Potency, µM (highest dose often 46.1 µM), for inactives: at the highest dose activity, negative = active, hits mostly inhibitors | actives 0.076% (n = 410,000);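 note: potency is the fitted concentration of half-maximal effect; % is set by controls: 0 for no effect and ±100 for the full control effect; nearly all actives have a fitted effect of over 60% in size; hits raise eYFP signal because A3G escapes Vif-driven loss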
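HeLa cells stably expressing Vif and C-terminally eYFP-tagged A3G, seeded overnight at 37 deg C, then exposed to compound by pintool overnight at 37 deg C. Rise in yellow fluorescence (Ex 488/Em 500-530, Acumen) marks blocked Vif-driven A3G degradation.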
D2 PAM – positively modulates the human D2 dopamine receptor allosterically | AID 485347 | HEK293 T-REx D2, calcium flux, EC20 dopamine potentiation | P14416 | actives 0.34% (n = 340,000) | potentiation, % at 10 µM;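 active = potentiation over 3 SD above the plate norm, cut at about 30% in these data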; note: 0% is about no effect
Target sequence (P14416 whole entry, looked up): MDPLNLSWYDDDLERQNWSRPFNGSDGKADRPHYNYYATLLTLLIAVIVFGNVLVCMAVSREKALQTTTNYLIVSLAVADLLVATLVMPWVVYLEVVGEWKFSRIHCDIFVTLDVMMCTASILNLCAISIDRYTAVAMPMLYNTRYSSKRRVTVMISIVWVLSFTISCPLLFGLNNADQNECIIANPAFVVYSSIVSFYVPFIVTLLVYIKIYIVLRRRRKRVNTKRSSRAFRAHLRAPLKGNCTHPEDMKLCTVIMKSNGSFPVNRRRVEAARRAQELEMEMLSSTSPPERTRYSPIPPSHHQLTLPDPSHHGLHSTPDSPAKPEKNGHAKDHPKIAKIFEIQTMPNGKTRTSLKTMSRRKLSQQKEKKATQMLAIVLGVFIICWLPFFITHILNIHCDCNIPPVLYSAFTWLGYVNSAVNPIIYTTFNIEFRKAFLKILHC
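Potentiation of an EC20 dopamine calcium response measured kinetically over 180 s, after a preceding 180 s compound-only read flagging agonists. Cells: inducible Hek293 Trex D2 line, 4000/well, cultured overnight at 30 C before dye loading.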
LDHA block – inhibitors of human lactate dehydrogenase A; purified LDHA, NADH/diaphorase-resazurin fluorescence; stronger effect = lower value; activity change, % (values are at about 110 or 230 µM); actives 0.15% (n = 480,000); AID 1347041; in the data active = activity change below about -30%; inconclusive = mostly about -25% to -30%;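 note: plate controls were DMSO wells for no effect and wells without enzyme for full effect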
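Human LDH5 at 2 nM final in Tris HCl pH 7.4 with 0.06 mM NADH and 0.2 mM pyruvate, reacted 5 minutes at room temperature. Remaining NADH coupled via diaphorase/resazurin; resorufin fluorescence read at 0 and 20 minutes, normalized to enzyme-free and DMSO wells.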
Vif-A3F inh – blocks the Vif interaction with APOBEC3F | Potency, µM (series often up to 46.1 µM), inactives show at the top dose activity, negative = active | actives 0.2% (n = 390,000) | HeLa A3F-eYFP + Vif (tagged APOBEC3F with the HIV-1 protein that degrades it), YFP fluorescence increase | AID 602313; note: potency is the fitted concentration of half-maximal effect; % of control where 0% means no effect; nearly all actives have a fitted effect of over 65% in size
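Fluorescence increase (Ex 488/Em 500-530) after overnight compound treatment at 37 deg C flags inhibition of Vif-driven A3F-eYFP loss in stable HeLa A3F-eYFP/Vif cells seeded overnight beforehand.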
D1 antagonist – human D1 dopamine receptor antagonism. actives 3.2% (n = 360,000). activity change, negative = inhibition, % at 10 µM. HEK293 TREx D1 cells, calcium flux, dopamine EC80; stronger effect = lower value; in the data active = activity change below about -30%; note: % is set by controls: 0 for no effect and ±100 for the full control effect
Target sequence (P21728 whole entry, looked up): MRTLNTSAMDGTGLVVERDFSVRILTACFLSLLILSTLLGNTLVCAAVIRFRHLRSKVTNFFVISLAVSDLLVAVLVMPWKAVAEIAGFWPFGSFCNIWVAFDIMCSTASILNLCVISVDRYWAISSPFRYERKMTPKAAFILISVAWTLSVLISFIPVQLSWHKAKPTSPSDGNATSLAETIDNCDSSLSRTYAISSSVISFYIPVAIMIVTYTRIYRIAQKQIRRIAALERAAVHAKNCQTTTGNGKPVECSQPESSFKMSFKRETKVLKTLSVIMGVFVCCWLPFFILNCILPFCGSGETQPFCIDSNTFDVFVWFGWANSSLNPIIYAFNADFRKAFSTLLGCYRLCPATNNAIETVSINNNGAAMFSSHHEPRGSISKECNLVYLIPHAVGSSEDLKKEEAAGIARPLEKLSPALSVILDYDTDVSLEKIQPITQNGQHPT
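Using tetracycline-induced force-coupled D1 Hek293 cells and a calcium dye, signals were followed for 180 s after compound, then for 180 s after EC80 dopamine, to detect inhibitors.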
GRP78 ERSR act – induces the endoplasmic reticulum stress response in human glioma cells; U87-MG GRP78 promoter luciferase reporter, 16 h; Potency, µM, inactives show top-dose activation, actives largely listed as activators; actives 0.02% (n = 420,000); AID 602332; note: potency is the fitted concentration of half-maximal effect; series mostly up to about 76 µM; % of control where 0% means no effect; nearly all actives have a fitted effect of over 35% in size
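Stably transfected U87-MG human glioma cells carrying a GRP78-based luminescent sensor were seeded at 1000 cells/well, pin-dosed with compounds and incubated 16 h. Luciferase reagent was then added, and end-point luminescence was read after 10 min at room temperature.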
D1 agonist – agonists of human D1 dopamine receptor; P21728; activation, % at 2 µM; actives 1% (n = 360,000); HEK293 T-REx D1 cells, calcium flux, agonist mode; in the data active = activation above about 30%; note: 0% is about no effect
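Agonism was scored from calcium flux recorded over 180 s (1 read/s) after pintool compound addition, following a 10-cycle baseline. Cells were inducible force-coupled HEK293 TREx D1, plated overnight at 30 C and loaded with no-wash calcium dye.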
D1 PAM – potentiators of human D1 dopamine receptor; actives 0.036% (n = 360,000); P21728; AID 504651; potentiation, % at 10 µM; HEK293 TREx D1 cells, calcium flux, dopamine EC20 potentiation; in the data active = potentiation above about 30%; note: 0% is about no effect
Starred values were filed as active, the others as inactive; ? = inconclusive; nt = not tested or not shown; [ ] = remark or other dose. Unless noted, calls come from the whole dose curve; as a rule, active = well fitted curve in the direction sought with a large enough effect; inconclusive = small, poorly fitted or top-dose-only effect, or another doubt; inactive = no such curve, though single readings can be large; an effect the other way counts as inactive or inconclusive. An excerpt, so the mix of outcomes need not match the whole.

SMILES	RXFP1 ag	Vif-A3G inh	D2 PAM	LDHA block	Vif-A3F inh	D1 antagonist	GRP78 ERSR act	D1 agonist	D1 PAM
OC(CNC1CCCCC1)CON=C1CCSc2c(Cl)cccc21 (centres undefined)	nt	-17%	nt	-7	-3%	nt	-3%	nt	nt
CC(C)NC(=O)C(Cc1ccccc1)N1C(=O)c2ccccc2C1=O (centres undefined)	0.5%	0%	-14	-1	-1%	2	-2%	0	2
CCCn1c(=O)c2ccccc2n2c(SCc3nnc(-c4ccccc4Br)o3)nnc12	1.5%	-5%	17	4	-9%	-2	-1%	0	0
CCN(C(=O)C1CCCN(c2ncnc3c2nc2n3CCCCC2)C1)c1cccc(C)c1 (centres undefined)	4.9%	-3%	1	0	-9%	-1	-2%	-1	0
C=CCn1c(=O)c2c(nc3n2CC(C)CN3CCc2ccccc2)n(C)c1=O (centres undefined)	2.1%	0%	14	-1	-1%	32	-1%	0	2
O=c1c([N+](=O)[O-])c(N2CCCC2)c2ccccc2n1-c1ccccc1	0.9%	3%	3	0	-26%	-12	-3%	1	-2
O=C(Nc1ccccc1)Nc1cccc2nsnc12	-0.3%	-25%	6	4	8%	-7	1%	3	1
CSc1ncnc2c1ncn2CCCNCc1ccc(C)o1	nt	-1%	nt	-9	-5%	nt	2%	nt	nt
Clc1ccc(SCCCN2CCCCC2)cc1	-2.1%	5%	-26	-18	3%	5	2%	6	-1
COc1ccccc1Oc1ccc(N/C=C2/CCCC2=O)cc1	-0.3%	-7%	4	-4	12%	-17	1%	0	0
COc1ccc(NC(=O)C2CCCN2C(=O)Nc2ccc(OC)cc2)cc1 (centres undefined)	-2.2%	-3%	7	2	-4%	-8	-5%	-1	-6
Cc1nn(CCCC(=O)NCc2ccc(Cl)cc2)c(C)c1[N+](=O)[O-]	0.9%	0%	nt	-8	2%	2	-4%	2	2
CCCc1cc(=O)[nH]c2nnc(SCC(=O)Nc3nnc(CC)s3)n12	-2.5%	0%	8	-12	1%	-5	-4%	6	-1
CC1CCCN(CCCNC(=O)c2cc(Sc3ccc(F)cc3)nc3ccccc23)C1 (centres undefined)	7.5%	4%	-29	-10	6%	-22	-2%	26	-2
COCCN1CC(O)=C(c2nc3ccccc3c(=O)[nH]2)C1=N	5.0%	-6%	16	1	-11%	-6	-1%	-1	-5
COc1cccc(C2c3[nH]c4ccccc4c3CCN2Cc2cccc(C)n2)c1 (centres undefined)	4.5%	-8%	9	1	-7%	-4	-3%	3	-3
Cn1cnnc1SCc1ccc(C(=O)n2ncc(C#N)c2N)cc1	3.1%	-2%	0	-9	6%	7	-4%	3	18
O=C(c1cccc(Br)c1)N1CCN(C(=O)N2CCCCC2)CC1	0.6%	1%	7	-6	0%	22	-4%	1	-5
O=C(NC1CC(=O)c2sccc21)c1cccc(C(F)(F)F)c1 (centres undefined)	-0.2%	-1%	nt	-5	3%	nt	-7%	-1	-4
CCc1ccc(-n2c(SCc3ccccc3F)nc3[nH]ncc3c2=O)cc1	0.1%	-7%	3	8	3%	5	-3%	3	-4
CCCN1CCC(=NNC(=O)c2ccc(Br)o2)CC1	1.0%	-5%	-4	-1	-4%	-23	2%	4	-3
C=C(C)c1cccc(C(C)(C)NC(=O)NC2CC(C)(C)NC(C)(C)C2)c1	1.4%	5%	-4	0	0%	3	-5%	7	-3
CCC(=O)N1CC2(c3ccccc3)CN(C(=O)CC)CC(c3ccccc3)(C1)C2=O	1.8%	-11%	-4	-3	-6%	nt	-3%	0	3
CCc1ccc(CCC(=O)Nc2nnc(C)s2)o1	0.1%	-8%	-13	3	-2%	8	1%	-2	6
CCOC(=O)[C@H]1[C@H]2COc3ccc(C)cc3[C@@H]2N2C(=O)c3ccc(F)cc3NC(=O)[C@@]12C	1.6%	-6%	-16	2	-8%	-24	-2%	1	-5

(listing goes on)
SMILES	RXFP1 ag	Vif-A3G inh	D2 PAM	LDHA block	Vif-A3F inh	D1 antagonist	GRP78 ERSR act	D1 agonist	D1 PAM
COc1ccccc1N1CC(C(=O)OC(C)C(=O)N2CCCc3ccccc32)CC1=O (centres undefined)	1.0%	5%	-9	0	6%	-17	0%	1	-2
O=C(O)c1ccc(Cn2cnc3sc4c(c3c2=O)CCCC4)cc1	3.2%	-9%	-1	3	3%	-29	10%	3	5
CCCS(=O)(=O)N1CCCC(C(=O)N2CCN(C(=O)OCC)CC2)C1 (centres undefined)	0.0%	1%	-8	-8	0%	0	-6%	1	1
CNc1nc(Cl)c(SC)c(N2CCOCC2)n1	-2.0%	-22%	-19	-5	30%[activator]	-5	-2%	11	3
COc1ccccc1N/C(=N/S(=O)(=O)c1ccc(C)cc1)c1ccccc1	0.6%	0%	7	-4	12%	9	-5%	0	-4
CCOC(=O)C1CCCN(S(=O)(=O)c2ccc3c(c2)CCN3C(=O)CC)C1 (centres undefined)	1.4%	6%	-2	-6	3%	-6	-4%	11	-2
O=C(Cc1cccs1)N1CCN(c2nc(-c3ccc(Cl)cc3)cs2)CC1	0.8%	2%	-4	2	-3%	2	-1%	3	-1
CCOC(=O)N1CCN(c2nc3c(c(=O)[nH]c(=O)n3C)n2Cc2ccccc2Cl)CC1	-0.9%	nt	nt	nt	nt	10	nt	-1	-2
O=C(c1cc(-c2ccc3c(c2)OCO3)on1)N1CCN(c2ccccc2)CC1	2.9%	1%	18	0	0%	-17	1%	3	-8
CCCCCC(=O)NC(=S)Nc1cccc(-c2nc3ncccc3o2)c1	?	-8%	-17	-7	-1%	-11	6%	3	4
Cc1ccc(S(=O)(=O)N2CCN(C(=O)COC(=O)CNC(=O)c3ccccc3F)CC2)c(C)c1	nt	1%	nt	3	3%	nt	-3%	nt	nt
CCCCC(=O)Nc1ccc2c(c1)OCCO2	3.5%	-2%	4	-6	-1%	9	0%	2	-2
COc1ccc(OC)c(CNC(=O)C2CCN(S(=O)(=O)N3CCC(C)CC3)CC2)c1	0.3%	-3%	2	-2	-5%	6	4%	1	-2
O=C(COC(=O)c1cccnc1SCC(=O)NCc1ccccc1)NCc1ccccc1	?	?	0	4	-16%	3	-6%	2	-5
CCC(Sc1nc2ccccc2o1)C(=O)Nc1nnc(C)s1 (centres undefined)	3.0%	-1%	1	-7	?	19	-1%	3	7
COc1ccccc1/C=C/C(=O)Nc1ccc2c(c1)OCCO2	0.5%	?	-37	-2	1%	7	-2%	4	-3
O=C(Cn1nnc(-c2ccccc2)n1)OCc1ccccc1	0.4%	4%	nt	-1	0%	nt	-6%	nt	nt
Cc1cccc(-n2ccnc2SCC(=O)Nc2ccc(F)cc2F)c1C	-2.5%	2%	-13	-5	9%	-22	-2%	3	-6
O=C(CCN1C(=O)COc2ccccc21)NCCCN1CCCC1	0.0%	0%	6	-3	-3%	3	0%	0	0
COc1ccc(NS(=O)(=O)c2cccc(NC(=O)c3cnccn3)c2)cc1Br	0.9%	-15%	4	-5	-3%	-31*	-3%	7	-3
CN(CCC#N)C(=O)COC(=O)c1ccccc1C(=O)c1ccc(Cl)c([N+](=O)[O-])c1	1.4%	-20%	-3	-2	3%	6	-12%	0	-5
COc1ccc(CCNS(=O)(=O)c2cc(C(=O)O)c(Cl)cc2Cl)cc1	0.4%	-4%	0	0	5%	-17	-5%	-1	2
O=C(O)/C=C/c1cccc(OCc2ccccc2)c1	1.7%	0%	7	2	13%	6	-8%	-1	12
Cc1cc(C(=O)Nc2c(F)cc(F)cc2Br)no1	0.2%	4%	9	-3	-14%	5	-2%	0	-7
CCn1cc(CN2CCCC(CNS(=O)(=O)c3ccc(OC)cc3)C2)cn1 (centres undefined)	-0.1%	0%	4	-8	1%	-2	-4%	4	-4
Nc1cccc(C2=Nc3cccc4cccc(c34)N2)c1	0.7%	-2%	10	-8	3%	0	-3%	0	0

Some of the entries so far, with bars between the fields.
Structure | RXFP1 ag | Vif-A3G inh | D2 PAM | LDHA block | Vif-A3F inh | D1 antagonist | GRP78 ERSR act | D1 agonist | D1 PAM
O=C(O)/C=C/c1cccc(OCc2ccccc2)c1 | 1.7% | 0% | 7 | 2 | 13% | 6 | -8% | -1 | 12
CCOC(=O)N1CCN(c2nc3c(c(=O)[nH]c(=O)n3C)n2Cc2ccccc2Cl)CC1 | -0.9% | nt | nt | nt | nt | 10 | nt | -1 | -2
Nc1cccc(C2=Nc3cccc4cccc(c34)N2)c1 | 0.7% | -2% | 10 | -8 | 3% | 0 | -3% | 0 | 0
CNc1nc(Cl)c(SC)c(N2CCOCC2)n1 | -2.0% | -22% | -19 | -5 | 30%[activator] | -5 | -2% | 11 | 3
CCCCC(=O)Nc1ccc2c(c1)OCCO2 | 3.5% | -2% | 4 | -6 | -1% | 9 | 0% | 2 | -2
COc1ccc(CCNS(=O)(=O)c2cc(C(=O)O)c(Cl)cc2Cl)cc1 | 0.4% | -4% | 0 | 0 | 5% | -17 | -5% | -1 | 2
Cc1cccc(-n2ccnc2SCC(=O)Nc2ccc(F)cc2F)c1C | -2.5% | 2% | -13 | -5 | 9% | -22 | -2% | 3 | -6
